Screening results deposited in PubChem by Johns Hopkins Ion Channel Center.
CHT inh – inhibitors of human choline transporter CHT. Q9GZV3. CHT-expressing cells, membrane potential dye, choline response; stronger effect = lower value. B-score at 10 µM. 310,000 compounds, 0.86% hits;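 active = B-score over 3 SD under the library average, and starting fluorescence ratio not unusually high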;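 also: choline stimulus applied at its EC90 after an EC20 pre-addition; B-score computed on integrated fluorescence ratio after choline addition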
KCNQ2 block – KCNQ2 channel blockers in CHO-K1 cells – cell-based, FluxOR thallium flux, B-score, primary screen (AID 2156); O88943; 20 min; stronger effect = lower value; B-score at 10 µM; 310,000 compounds, 1.1% hits;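 active = fluorescence ratio B-score at most minus 3 library SDs, with starting brightness B-score within 2 library SDs, cut at about -5.5 in these data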
Target sequence (O88943 whole entry, looked up): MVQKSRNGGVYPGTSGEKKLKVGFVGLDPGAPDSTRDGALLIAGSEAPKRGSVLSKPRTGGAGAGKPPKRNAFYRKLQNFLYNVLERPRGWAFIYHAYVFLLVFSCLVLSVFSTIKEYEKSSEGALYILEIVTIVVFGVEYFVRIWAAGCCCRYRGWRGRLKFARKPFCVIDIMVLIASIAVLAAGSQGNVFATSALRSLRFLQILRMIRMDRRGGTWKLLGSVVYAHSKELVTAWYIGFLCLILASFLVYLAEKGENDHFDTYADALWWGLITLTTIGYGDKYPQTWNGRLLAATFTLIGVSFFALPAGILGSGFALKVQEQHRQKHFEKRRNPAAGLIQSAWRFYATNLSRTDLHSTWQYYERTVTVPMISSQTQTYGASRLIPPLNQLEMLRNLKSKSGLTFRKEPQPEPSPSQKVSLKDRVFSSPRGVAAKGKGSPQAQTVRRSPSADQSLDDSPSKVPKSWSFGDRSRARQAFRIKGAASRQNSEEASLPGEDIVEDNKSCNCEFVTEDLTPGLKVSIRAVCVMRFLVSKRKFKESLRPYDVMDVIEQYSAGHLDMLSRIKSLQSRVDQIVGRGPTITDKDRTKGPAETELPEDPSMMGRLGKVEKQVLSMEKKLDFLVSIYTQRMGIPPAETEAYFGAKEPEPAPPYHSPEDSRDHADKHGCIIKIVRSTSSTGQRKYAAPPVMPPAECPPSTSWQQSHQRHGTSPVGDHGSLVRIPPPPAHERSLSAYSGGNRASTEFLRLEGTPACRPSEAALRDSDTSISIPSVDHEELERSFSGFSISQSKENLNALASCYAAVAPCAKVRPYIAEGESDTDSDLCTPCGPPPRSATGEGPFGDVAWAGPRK
Calls only.

For COC(=O)C1=C(C)NC2=C(C(=O)c3ccccc32)C1c1ccc(-c2ccc(C(=O)O)cc2)o1 (configuration not stated) the results were CHT inh inactive and KCNQ2 block inactive.
`CCC(C)NC(=O)c1ccc2c(c1)S(=O)(=O)c1ccccc1C2=O` (configuration not stated) gave CHT inh inactive and KCNQ2 block inactive.
`COc1ccc(/C=C/C(=O)OCC(=O)Nc2cc(C(F)(F)F)ccc2Cl)cc1` gave CHT inh inactive and KCNQ2 block inactive.
`Cc1ccccc1C(=O)Nc1cccc(-c2nnc(SCC(=O)O)n2C)c1` gave CHT inh inactive and KCNQ2 block inactive.
For COc1cccc(-c2cc(C(=O)Nc3cnn(Cc4ccc(F)cc4)c3)no2)c1 the results were CHT inh inactive and KCNQ2 block inactive.
O=S(=O)(NCc1ccc2c(c1)OCO2)c1ccc(Cl)s1 was read as CHT inh inactive and KCNQ2 block inactive.
CCOc1ccc(CCNC(=O)C2CCC(=O)N2C2CCCCC2)cc1OCC (configuration not stated) was read as CHT inh inactive and KCNQ2 block inactive.
Cc1nnsc1-c1onc(C)c1C(=O)Nc1cc(Cl)cc(Cl)c1 was read as CHT inh inactive and KCNQ2 block inactive.
For Cc1ccc(S(=O)(=O)N2CCCC(C(=O)N(Cc3cccs3)C3CC3)C2)cc1 (configuration not stated) the results were CHT inh inactive and KCNQ2 block inactive.
Screening COc1ccc(OCCC(=O)Nc2nccs2)cc1 returned CHT inh inactive and KCNQ2 block inactive.
For CC1CCN(CCOc2cc(Cl)ccc2Cl)CC1 the results were CHT inh inactive and KCNQ2 block inactive.
`Cc1[nH]n(C(N)=S)c(=O)c1N=Nc1cc(C(F)(F)F)ccc1Cl` gave CHT inh inactive and KCNQ2 block inactive.
CC(C)(C)CN1C(=O)C(=O)NC[C@H]1Cc1cccc2ccccc12 was read as CHT inh inactive and KCNQ2 block inactive.
Screening CC(C)(C)S(=O)(=O)/C(C#N)=C/c1sccc1C1OCCO1 returned CHT inh inactive and KCNQ2 block inactive.
For CCSc1nc(-c2ccc(OC)cc2)cc(-c2ccc(OC)cc2)c1C#N the results were CHT inh inactive and KCNQ2 block inactive.
Screening CC(C)C(C(=O)NC1CCCC1)N(CC1CCCO1)C(=O)CNS(=O)(=O)c1ccccc1 (configuration not stated) returned CHT inh inactive and KCNQ2 block inactive.
For CCOC(=O)c1c(C)[nH]c(C(C)=O)c1C the results were CHT inh inactive and KCNQ2 block inactive.
`CCOc1ccc(N(C(=O)CNC(=O)c2ccco2)C(C(=O)NCC2CCCO2)c2ccccc2)cc1` (configuration not stated) gave CHT inh inactive and KCNQ2 block inactive.
Cc1onc(-c2c(Cl)cccc2Cl)c1NC(=O)NNc1c(Cl)cncc1Cl was read as CHT inh inactive and KCNQ2 block inactive.
`Cc1ccc(NC(=O)CNC(=O)c2ccco2)cc1` gave CHT inh inactive and KCNQ2 block inactive.
`COc1ccc(-c2ccc(SCC(=O)NCC3CCCO3)nn2)cc1OC` (configuration not stated) gave CHT inh inactive and KCNQ2 block inactive.
Screening O=C(N/N=C/c1ccc(-c2cccc(C(F)(F)F)c2)o1)c1ccccc1Br returned CHT inh inactive and KCNQ2 block inactive.
For CCN(CC)S(=O)(=O)c1ccc2c(c1)nc(CCC(=O)O)n2CC the results were CHT inh inactive and KCNQ2 block inactive.
Cc1nnc(Sc2cc(C(=O)NCCCN(C)Cc3ccccc3)c3ccccc3n2)s1 was read as CHT inh inactive and KCNQ2 block inactive.
COc1ccc(-n2nnnc2-c2cccc(OC)c2)cc1 was read as CHT inh inactive and KCNQ2 block inactive.
Screening NS(=O)(=O)c1ccc(CCNC(=O)CCCCCNc2nc(=S)[nH]c3ccccc23)cc1 returned CHT inh inactive and KCNQ2 block inactive.
COc1ccc(-c2cc(=O)c3ccccc3s2)cc1 was read as CHT inh inactive and KCNQ2 block inactive.
For CCOC(=O)C1=C(C)NC(=O)NC1c1ccc(OCCO)c(OC)c1 (configuration not stated) the results were CHT inh inactive and KCNQ2 block inactive.
For COc1cccc(CN(C)C(=O)c2ccc3nccnc3c2)c1 the results were CHT inh inactive and KCNQ2 block inactive.
`CC(=O)N(C)c1ccc(N=Nc2c(C)[nH]n(C(N)=S)c2=O)cc1` gave CHT inh inactive and KCNQ2 block inactive.
Screening COc1cc(C2C(C(=O)c3ccco3)=C(O)C(=O)N2c2cc(C)on2)cc(Br)c1O (configuration not stated) returned CHT inh inactive and KCNQ2 block inactive.
For COc1ccc(CNC(=O)Nc2ccc(C)cc2C)cc1 the results were CHT inh inactive and KCNQ2 block inactive.
`NS(=O)(=O)c1ccc(CCNC(=O)CCCn2c(=O)[nH]c3ccc(Br)cc3c2=O)cc1` gave CHT inh inactive and KCNQ2 block inactive.
O=C(c1cc(F)c(F)cc1Cl)N1CCOCC1 was read as CHT inh inactive and KCNQ2 block inactive.
`Oc1cccc(/C=N/Nc2ncnc3c2ncn3Cc2ccccc2)c1` gave CHT inh inactive and KCNQ2 block inactive.
For CCOC(=O)C1(C)C=C(Nc2ccccc2)C(=O)N1c1ccccc1 (configuration not stated) the results were CHT inh inactive and KCNQ2 block inactive.
For COc1ccc(CCNC(=O)C(NS(=O)(=O)c2ccc3c(c2)CCN3C(C)=O)C(C)C)cc1OC (configuration not stated) the results were CHT inh inactive and KCNQ2 block inactive.
`Cc1cccc(OCCn2ccnc2)c1C` gave CHT inh inactive and KCNQ2 block inactive.
Screening COc1ccc(-c2cc(C(F)F)n3ncc(C(=O)n4ccnc4C)c3n2)cc1 returned CHT inh inactive and KCNQ2 block inactive.
Screening COc1ccc(CCn2c(=N)c(S(=O)(=O)c3ccc(C)cc3)cc3c(=O)n4ccccc4nc32)cc1 returned CHT inh inactive and KCNQ2 block inactive.
`CCOC(=O)C1CCN(C(=O)C2CCN(S(=O)(=O)c3cc(Cl)ccc3Cl)CC2)CC1` gave CHT inh inactive and KCNQ2 block inactive.
Screening CN(C)CCCN(C(=O)c1ccc(N2C(=O)CCC2=O)cc1)c1nc2c(F)cccc2s1 returned CHT inh inactive and KCNQ2 block inactive.
`O=C(N/N=C/c1c[nH]c2ccccc12)c1ccc(O)c(O)c1` gave CHT inh inactive and KCNQ2 block inactive.
For O=C(NCc1cccc(CNC(=O)Nc2cccc(O)c2)c1)Nc1cccc(O)c1 the results were CHT inh inactive and KCNQ2 block inactive.
COc1ccc(CCNC(=O)c2ccc3nc[nH]c3c2)cc1 was read as CHT inh inactive and KCNQ2 block inactive.
`COc1cccc(N(CC(=O)NCCSCc2ccc(C)cc2)S(C)(=O)=O)c1` gave CHT inh inactive and KCNQ2 block inactive.
`Cc1ccccc1NC(=O)COC(=O)c1cc(=O)c2ccccc2o1` gave CHT inh inactive and KCNQ2 block inactive.
For COc1ccc(Oc2ncnc3c2ncn3Cc2ccccc2)cc1 the results were CHT inh inactive and KCNQ2 block inactive.
CC1CCN(C(=O)CSCc2ccc(Cl)cc2)CC1 was read as CHT inh inactive and KCNQ2 block inactive.
CCC(C)N(C(=O)COC(=O)c1ccccc1SCC(=O)N1CCCC1)C1CCS(=O)(=O)C1 (configuration not stated) was read as CHT inh inactive and KCNQ2 block inactive.
`N=C1/C(=C/c2ccc(-c3cccc(C(=O)O)c3)o2)C(=O)N=C2SC(CC(=O)N3CCOCC3)=NN12` gave CHT inh inactive and KCNQ2 block inactive.
For O=C(CC1C(=O)NCCN1Cc1ccccc1)NCCN1CCCCC1=O (configuration not stated) the results were CHT inh inactive and KCNQ2 block inactive.
For COc1ccc(NC(=S)NCC(c2ccco2)N2CCCC2)cc1 (configuration not stated) the results were CHT inh inactive and KCNQ2 block inactive.
Screening COCCNC(=O)c1nc2ccccc2s1 returned CHT inh inactive and KCNQ2 block inactive.
`Cc1cn([C@H]2C=C[C@@H](CO)O2)c(=O)[nH]c1=O` gave CHT inh inactive and KCNQ2 block inactive.
Screening Brc1ccc(CN2CCN(c3ccccn3)CC2)s1 returned CHT inh inactive and KCNQ2 block inactive.
For COc1ccc(CCNC(=O)COC(=O)COc2c(C)cc(C)cc2C)cc1OC the results were CHT inh inactive and KCNQ2 block inactive.
For O=C(CN1N=C(c2ccccc2)CCC1=O)NCCN1CCc2ccccc2C1 the results were CHT inh inactive and KCNQ2 block inactive.
`O=C(CNS(=O)(=O)c1cccs1)N1CCCCC1` gave CHT inh inactive and KCNQ2 block inactive.
For O=C(CSc1nnc(-c2cccnc2)n1-c1ccccc1)Nc1ccccn1 the results were CHT inh inactive and KCNQ2 block inactive.

Sorted by SMILES length (high to low): 13 of the compounds above
CCC(C)N(C(=O)COC(=O)c1ccccc1SCC(=O)N1CCCC1)C1CCS(=O)(=O)C1 (configuration not stated) was read as CHT inh inactive and KCNQ2 block inactive.
Screening COc1cc(C2C(C(=O)c3ccco3)=C(O)C(=O)N2c2cc(C)on2)cc(Br)c1O (configuration not stated) returned CHT inh inactive and KCNQ2 block inactive.
Screening CN(C)CCCN(C(=O)c1ccc(N2C(=O)CCC2=O)cc1)c1nc2c(F)cccc2s1 returned CHT inh inactive and KCNQ2 block inactive.
Screening O=C(N/N=C/c1ccc(-c2cccc(C(F)(F)F)c2)o1)c1ccccc1Br returned CHT inh inactive and KCNQ2 block inactive.
Screening COc1ccc(-c2cc(C(F)F)n3ncc(C(=O)n4ccnc4C)c3n2)cc1 returned CHT inh inactive and KCNQ2 block inactive.
For COc1ccc(CCNC(=O)COC(=O)COc2c(C)cc(C)cc2C)cc1OC the results were CHT inh inactive and KCNQ2 block inactive.
`CCC(C)NC(=O)c1ccc2c(c1)S(=O)(=O)c1ccccc1C2=O` (configuration not stated) gave CHT inh inactive and KCNQ2 block inactive.
For O=C(CSc1nnc(-c2cccnc2)n1-c1ccccc1)Nc1ccccn1 the results were CHT inh inactive and KCNQ2 block inactive.
For CCOC(=O)C1=C(C)NC(=O)NC1c1ccc(OCCO)c(OC)c1 (configuration not stated) the results were CHT inh inactive and KCNQ2 block inactive.
`O=C(N/N=C/c1c[nH]c2ccccc12)c1ccc(O)c(O)c1` gave CHT inh inactive and KCNQ2 block inactive.
`Cc1ccccc1NC(=O)COC(=O)c1cc(=O)c2ccccc2o1` gave CHT inh inactive and KCNQ2 block inactive.
COc1ccc(-n2nnnc2-c2cccc(OC)c2)cc1 was read as CHT inh inactive and KCNQ2 block inactive.
Screening COc1ccc(OCCC(=O)Nc2nccs2)cc1 returned CHT inh inactive and KCNQ2 block inactive.

(cont.)
For Cc1ccc(S(=O)(=O)n2nc(C)c(C#N)c2N)cc1 the results were CHT inh inactive and KCNQ2 block inactive.
`Brc1c(CSc2nc3ccccc3s2)nc2ncccn12` gave CHT inh inactive and KCNQ2 block inactive.
Screening Cc1ccc(C)c(NC(=O)Cc2csc(-c3ccccc3)n2)c1 returned CHT inh inactive and KCNQ2 block inactive.
CCc1nnc(NC(=O)CSc2nnc(CNC(=O)c3ccccc3F)n2C)s1 was read as CHT inh inactive and KCNQ2 block inactive.
CC(C)C(=O)Nc1nc(-c2ccc([N+](=O)[O-])cc2)cs1 was read as CHT inh inactive and KCNQ2 block inactive.
CN(C(=O)CC1C(=O)NCCN1CC1CCCCC1)C1CCOCC1 (configuration not stated) was read as CHT inh inactive and KCNQ2 block inactive.
Screening Cc1nc2c3cc(F)ccc3n(CCN3CCCCC3)c2s1 returned CHT inh inactive and KCNQ2 block inactive.
`Cc1ccc(-c2cc(C(=O)Nc3ccc(S(=O)(=O)Nc4cc(C)on4)cc3)c3ccccc3n2)c(C)c1` gave CHT inh inactive and KCNQ2 block inactive.
Nc1ncnc2oc(-c3ccco3)c(-c3ccco3)c12 was read as CHT inh inactive and KCNQ2 block inactive.
For COc1ccc(N(CC(=O)Nc2ccccc2OC)S(=O)(=O)c2ccc(OC)c(OC)c2)cc1 the results were CHT inh inactive and KCNQ2 block inactive.
For O=C(/C=C/c1ccc(-c2cccc([N+](=O)[O-])c2)o1)N1CCOCC1 the results were CHT inh inactive and KCNQ2 block inactive.
For COc1cc(C2CC(=O)Oc3c(C(CCN4CCOCC4)c4ccc(N(C)C)cc4)c(OC)cc(OC)c32)cc(OC)c1OC (configuration not stated) the results were CHT inh inactive and KCNQ2 block inactive.
`Cc1oc(CC(C)C)cc1C(=O)Nc1ccc(C(=O)O)cc1` gave CHT inh inactive and KCNQ2 block inactive.
`CCCCCCn1c(CN2CCCCC2CC)nc2c1c(=O)n(C)c(=O)n2C` (configuration not stated) gave CHT inh inactive and KCNQ2 block inactive.
Screening CCc1ccc(OCCNC(=O)c2ccc(S(=O)(=O)N(C)C)cc2)cc1 returned CHT inh inactive and KCNQ2 block inactive.
For CN(C(=O)COC(=O)CNC(=O)c1ccc(Cl)cc1Cl)c1ccccc1 the results were CHT inh inactive and KCNQ2 block inactive.
`NC(=O)OCC(COC(N)=O)c1ccccc1` gave CHT inh inactive and KCNQ2 block inactive.
Screening O=C(CN1C(=O)S/C(=C\c2ccc(Cl)cc2)C1=O)NNC(=O)c1ccccc1O returned CHT inh inactive and KCNQ2 block inactive.
Screening COc1ccc(CCNC(=O)C2CCCN(c3ncnc4c3nc3n4CCCCC3)C2)c(OC)c1 (configuration not stated) returned CHT inh inactive and KCNQ2 block inactive.
`CCOC(=O)N1CCC(NC(=O)C2CCN(c3nc(-c4ccc(OC)cc4)no3)CC2)CC1` gave CHT inh inactive and KCNQ2 block inactive.
For CC1CN(C(=O)Cn2cnc3c2c(=O)n(C)c(=O)n3C)CC(C)O1 (configuration not stated) the results were CHT inh inactive and KCNQ2 block inactive.
COc1ccc(-c2cn(Cc3ccc(C(N)=O)cc3)c(-c3ccncc3)n2)cc1 was read as CHT inh inactive.
`O=C(CCCC(=O)N(c1ccc2c(c1)OCCO2)C(C(=O)NC1CCCCC1)c1ccc(Cl)cc1)Nc1ccccn1` (configuration not stated) gave CHT inh inactive and KCNQ2 block inactive.
Screening CC1CN(C(C)C(=O)NC(c2ccccc2)c2ccccc2)CC(C)O1 (configuration not stated) returned CHT inh inactive and KCNQ2 block inactive.
`CN(CC(=O)Nc1ccccc1C(=O)N1CCCC1)S(=O)(=O)c1ccc(Br)cc1` gave CHT inh inactive and KCNQ2 block inactive.
For Cc1c(C=O)c2ccccc2n1CCOc1ccccc1F the results were CHT inh inactive and KCNQ2 block inactive.
